Screens as filed in PubChem BioAssay.
TRPC4 act: opens the mouse TRPC4 cation channel; HEK293 TRPC4beta/mu-opioid, Fluo4 calcium fluorescence; hits give high values; B-score at 10 µM; hit rate 0.49% among 310,000;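 active = B-score above 5 SD of library B-scores, and initial fluorescence ratio not above library mean plus 5 SD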;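 also: positive B-score marks a calcium rise read as TRPC4 activation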
Target sequence (Q9QUQ5 whole entry, looked up): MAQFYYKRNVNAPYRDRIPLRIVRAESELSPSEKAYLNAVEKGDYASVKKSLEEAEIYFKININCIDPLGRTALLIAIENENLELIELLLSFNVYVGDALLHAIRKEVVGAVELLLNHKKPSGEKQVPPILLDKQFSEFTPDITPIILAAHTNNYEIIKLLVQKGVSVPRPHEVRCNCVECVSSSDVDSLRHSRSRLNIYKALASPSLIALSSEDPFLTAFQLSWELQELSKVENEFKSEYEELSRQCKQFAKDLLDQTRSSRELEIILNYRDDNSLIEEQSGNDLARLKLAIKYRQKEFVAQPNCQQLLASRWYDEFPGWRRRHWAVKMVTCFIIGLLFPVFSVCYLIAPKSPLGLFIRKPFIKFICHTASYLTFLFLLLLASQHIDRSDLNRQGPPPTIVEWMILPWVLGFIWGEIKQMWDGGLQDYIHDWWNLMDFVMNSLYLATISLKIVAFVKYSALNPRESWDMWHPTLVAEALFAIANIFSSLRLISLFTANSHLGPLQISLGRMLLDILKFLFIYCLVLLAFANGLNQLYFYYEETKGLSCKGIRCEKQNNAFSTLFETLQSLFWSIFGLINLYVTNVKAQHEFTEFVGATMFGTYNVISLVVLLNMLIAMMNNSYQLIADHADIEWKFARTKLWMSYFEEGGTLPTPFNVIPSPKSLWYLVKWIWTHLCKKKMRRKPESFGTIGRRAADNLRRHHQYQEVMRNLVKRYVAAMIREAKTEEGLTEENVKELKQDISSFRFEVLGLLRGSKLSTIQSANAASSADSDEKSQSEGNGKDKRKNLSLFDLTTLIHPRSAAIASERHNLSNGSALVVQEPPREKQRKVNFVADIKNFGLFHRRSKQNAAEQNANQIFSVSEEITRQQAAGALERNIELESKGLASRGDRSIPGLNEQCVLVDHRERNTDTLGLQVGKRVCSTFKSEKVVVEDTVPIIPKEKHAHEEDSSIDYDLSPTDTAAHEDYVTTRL
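Assay system – TRPC4beta and mu-opioid receptor HEK293 stable cells · Measured by – Fluo4 fluorescence, kinetic · Schedule – dye loading 45 min room temperature, 110 s kinetic read · Read-out – B-scored integrated calcium fluorescence ratio · Controls – buffer and maximal DAMGO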
DYRK1A inh: blocks rat Dyrk1A kinase activity | ADP-Glo luminescence, NFATc1 peptide | inhibition, % at 12.5 µM | hit rate 0.43% among 310,000 | AID 504441; in the data active = inhibition above about 50%;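 also: plate controls were vehicle with enzyme for no effect and no enzyme for full effect; many of its hits are not listed in these tables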
KCNQ1 act: potentiates or activates the human KCNQ1 potassium channel; P51787; CHO-K1 KCNQ1, thallium flux FluxOR fluorescence; hits give high values; B-score at 10 µM; hit rate 0.35% among 310,000; AID 2648;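 active = fluorescence ratio B-score, a plate-corrected score, at least three library SD, with initial intensity B-score within 5 SD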
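assay system = CHO-K1 cells stably expressing KCNQ1 | medium = assay buffer, equal DMSO in all wells | timing = 37 °C overnight plating, 90-min dark dye load, 20-min compound pretreatment | measured by = kinetic FluxOR thallium fluorescence, 10-s 1-Hz baseline, 110-s post-stimulus read | measure = fluorescence change relative to baseline, converted to B score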
hERG protect: hERG (human) protection from proarrhythmic block | activation (rescue from dofetilide block), less the hit threshold, % at 10 µM | CHO-hERG, FluxOR thallium flux, dofetilide IC70 present | hit rate 0.51% among 310,000 | Q12809;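 active = activation above the mean of controls blocked by dofetilide plus 5 SD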;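 also: thallium influx through hERG after potassium depolarization seen as dye fluorescence rise; in these data hits start at about 4.7%; inactives centre near -7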
Platelet DG rel: platelet dense granule release activity | human platelet-rich plasma, SFLLRN dense granule ATP release, luminescence | inhibition, %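 (compounds screened at 7.5 µM in platelet-rich plasma)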 | hit rate 0.22% among 300,000 | AID 1663;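 active = mean replicate score, as percent of positive control, at or above 50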
TRPC4 block: inhibitors of mouse TRPC4 channel; Q9QUQ5; HEK293 TRPC4beta/mu-opioid, DAMGO-evoked Fluo4 calcium flux; hits give low values; B-score at 10 µM; hit rate 0.39% among 300,000; AID 2247;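 active = B-score over 3 SD under the library average, no early fluorescence shift, positive overall ratio signal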
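Assay system: HEK293 cells with stable TRPC4beta plus mu-opioid receptor expression; Probe or stimulus: DAMGO in two steps, submaximal then maximal; Dosing: single-point compound dosing; Measured by: Fluo4 calcium-dye fluorescence, kinetic read; Read-out basis: B score from integrated Fluo4 fluorescence ratio.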
KCNQ1 inh: blocks the human KCNQ1 potassium channel. AID 2642. B-score at 10 µM. hit rate 1.3% among 310,000. CHO-K1 KCNQ1, FluxOR thallium flux fluorescence; hits give high values;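 active = compounds whose thallium flux B-score, printed positive for inhibition, exceeds three library SD while starting fluorescence stays within three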;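 also: channel opened by potassium depolarization with thallium stimulus after 20 min compound exposure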
PolyA inh: blocks polyadenylation in yeast reporter cells | AID 1875 | hit rate 0.02% among 300,000 | S. cerevisiae SKY197-pL101 polyadenylation reporter, beta-gal luminescence; efflux-impaired pdr1/pdr3 knockout yeast; score 100 = 6 SD above DMSO | calls only at 12 µM;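 active = lowest replicate activity score at least 50, where 100 means six control SD above control mean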;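 also: yeast exposed to compound for 9 h at 30 °C; higher score means more reporter readthrough which indicates perturbed polyadenylation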
KCNK9 inh: inhibitors of human KCNK9 two-pore domain potassium channel; Q9NPC2; HEK293 KCNK9, FluxOR thallium flux fluorescence; hits give low values; B-score at 10 µM; hit rate 1.2% among 310,000;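 active = ratio B-score over 3 SD below the library mean, with starting fluorescence within 5 SD of its mean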;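 also: negative B-score means less thallium flux so channel inhibition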
KCNK3 block: human KCNK3 channel inhibition, primary screen. O14649. CHO-KCNK3 thallium flux, FluxOR fluorescence; hits give low values. B-score at 10 µM. hit rate 0.84% among 340,000. AID 602410;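 active = B-score under library mean minus 4 SD, starting fluorescence ratio at most library mean plus 5 SD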;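 also: more negative B-score means stronger inhibition of thallium flux through KCNK3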
TRPC4 potent: allosteric potentiators of mouse TRPC4 channel | B-score at 10 µM | hit rate 0.42% among 310,000 | AID 2227 | HEK293 TRPC4beta/mu-opioid, DAMGO EC20, Fluo-4 Ca2+ flux; hits give high values;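 active = B-score of calcium response area above 5 SD of library B-scores, with initial fluorescence ratio within 5 SD of library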;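 also: B-score of integrated fluorescence ratio over time as area under calcium response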
Numbers without * were called inactive; i = inactive; · = not tested or not shown. This is a subset (hit frequency here may not be typical).

SMILES	TRPC4 act	DYRK1A inh	KCNQ1 act	hERG protect	Platelet DG rel	TRPC4 block	KCNQ1 inh	PolyA inh	KCNK9 inh	KCNK3 block	TRPC4 potent
CCc1noc(C)c1C(=O)N1CCOCC1	i	0	i	-11	-4	i	i	i	i	i	i
COc1ccc(C2CC(C(F)(F)F)n3nc(C(=O)NCCN4CCOCC4)cc3N2)cc1 (stereo not given)	i	-2	i	-16	0	i	i	i	i	i	i
COc1cc(-c2[nH]ncc2CN2CCCC2c2nonc2C)cc(OC)c1OC (stereo not given)	i	3	i	-10	0	i	i	i	i	i	i
COc1ccc(C(C#N)N2N=C(C)CC2(C)C)cc1 (stereo not given)	i	2	i	-9	-7	i	i	i	i	i	i
N/C(CN1CCCCC1)=N\S(=O)(=O)c1cc(Cl)cc(Cl)c1	i	0	i	-10	-1	i	i	i	i	i	i
CC(C)(C)c1ccc(C(=O)Nc2cccc3c(=O)[nH][nH]c(=O)c23)cc1	i	8	i	-5	11	i	i	i	i	i	i
CCNc1oc(COc2cccc(C)c2)nc1C#N	i	-1	i	-10	2	i	i	i	i	i	i
Cc1cc2nnc(SC(C)C#N)n2c2ccccc12 (stereo not given)	i	19	i	-8	-1	i	i	i	i	i	i
CSc1oc(-c2cccs2)nc1S(=O)(=O)c1ccccc1	i	15	i	-5	12	i	i	i	i	i	i
Cc1ccc(C)c(Nc2ncccc2C(=O)NCc2cccs2)c1	i	-3	i	-6	-7	i	i	i	i	i	i
CCn1c(NC(=O)c2cccs2)c(-c2cccs2)c(=O)c2ccccc21	i	15	i	-13	-1	i	i	i	i	i	i
CCc1ccc(CNC(=O)c2ccc(OC3CCN(C(C)=O)CC3)c(OC)c2)nc1	i	-1	i	-8	1	i	i	i	i	i	i
CCOC(=O)C1CCN(C(=O)CCc2nnc3ccc(N4CCC(C)CC4)nn23)CC1	i	-3	i	-8	1	i	i	i	i	i	i
CCOC(=O)N1CCC(N(CCOC)C(=O)Nc2ccc(Cl)c(Cl)c2)CC1	i	1	i	0	4	i	i	i	i	i	i
COc1ccc2nc(N3CCCC3)[nH]c2c1	i	2	i	-11	2	i	i	i	i	i	i
Cc1ccc(S(=O)(=O)NCC(=O)N(CC(=O)NC(C)(C)C)Cc2cccs2)cc1	i	2	i	-10	-1	i	i	i	i	i	i
COc1ccc(N(CC(=O)N/N=C/c2ccc(C(=O)O)cc2)S(=O)(=O)c2ccc(NC(C)=O)cc2)cc1	i	5	i	0	1	i	i	i	i	i	i
COc1ccccc1C(=O)NNC(=O)c1cccc(O)c1	i	0	i	-7	9	i	i	i	i	i	i
COc1ccc(S(=O)(=O)N2CCN(C(=O)C3CCCO3)CC2)cc1 (stereo not given)	i	·	i	-5	-11	i	i	i	i	i	i
O=C(NNc1ccc(F)cc1)c1c(F)cccc1Cl	i	·	i	0	5	i	i	i	i	i	i
CCOC(=O)c1cccc(NC(=O)CSc2nnc(COc3ccccc3)n2CC)c1	i	-5	i	-18	-8	i	i	i	i	i	i
COc1ccc(N2CCN(c3nc(=S)n(-c4ccccc4)c(C)c3C(C)=O)CC2)cc1	i	-2	i	-5	-12	i	i	i	i	i	i
COc1ccc(Br)cc1/C=N/NC(=O)Cn1nnnc1N	i	·	i	-8	-29	i	i	i	i	i	i
O=C(Nc1ccc2ccccc2c1)c1cccc(F)c1	i	2	i	-7	19	i	i	i	i	i	i
CC(C)CN(C(=O)C(C)N1C(=O)c2ccccc2C1=O)c1c(N)n(Cc2ccccc2)c(=O)[nH]c1=O (stereo not given)	i	-7	i	-15	9	i	i	i	i	i	i
CCN(CC)C(=O)c1cc2c(=O)c3cc(Cl)ccc3oc2nc1C	i	4	i	-9	-4	i	i	i	i	i	i
O=C(NC1CCCCC1)N1CCN(C(=O)c2ccco2)CC1	i	1	i	-8	2	i	i	i	i	i	i
CC1CN(Cc2nc3c(c(=O)[nH]c(=O)n3C)n2CCCc2ccccc2)CC(C)O1 (stereo not given)	i	-1	i	-7	5	i	i	i	i	i	i
CCOC(=O)c1ccc(NC(=O)c2n[nH]c(=O)c3ccccc23)cc1	i	-2	i	-15	7	i	i	i	i	i	i
COc1cc(NC(=O)CSc2nc(=O)n(CCN3CCOCC3)c3c2CCCC3)cc(OC)c1	i	8	i	-16	6	i	i	i	i	i	i
CC(O)[C@H]1CNC(=O)C(=O)N1CC(C)(C)C (stereo not given in full)	i	-6	i	-11	-2	i	i	i	i	i	i
CN(CC(=O)Nc1c(Cl)cccc1Cl)C(=O)CCc1nc2sc3c(c2c(=O)[nH]1)CCCC3	i	8	i	-13	16	i	i	i	i	i	i
CC(C)(C)CN1C(N)=NC[C@@H]1Cc1ccccc1	i	9	i	-4	-4	i	i	i	i	i	i
CCOc1ccc(-c2cc(C(=O)NCCCN3CCN(CC)CC3)c3ccccc3n2)cc1	i	9	i	-11	13	i	i	i	i	i	i
S=C1NCN(Cc2cccnc2)CN1c1cccc(Cl)c1	i	-4	i	-7	·	i	i	i	i	i	i
CCOC(=O)c1ccc(-n2c(CN3CCN(CC)CC3)nc3ccc([N+](=O)[O-])cc3c2=O)cc1	i	10	i	-16	-8	i	i	i	i	i	i
CCOC(=O)C1=C(CSc2nc(-c3ccccc3)ccc2C#N)OC(N)=C(C#N)C1c1ccccc1 (stereo not given)	i	0	i	-12	4	i	i	i	-13*	i	i
O=C(Nc1ccc2ccccc2n1)Nc1cccs1	i	·	i	-5	-3	i	i	i	i	i	i
COC(=O)c1sc(NC(=O)COc2ccccc2)nc1C	i	9	i	-3	-1	i	i	i	i	i	i
Cc1cc2c(cc1C)NC(=O)CC(C(F)(F)C(F)(F)C(F)(F)F)=N2	i	-8	i	-12	12	i	i	i	i	i	i
C=C1CCN([C@@H](CC(C)C)C(=O)NN2CCOCC2)S(=O)(=O)c2ccccc21	i	·	i	-9	-7	i	i	i	i	i	i
CCCOc1ccc(OCCSc2nnc(N)s2)cc1	i	0	i	-5	-7	i	i	i	i	i	i
COC(=O)CCc1c(C)c(C(=O)c2cccc(OC)c2OC)c2ccccn12	i	0	i	-8	1	i	i	i	i	i	i
C[C@H](Nc1ccc(C(F)(F)F)cc1[N+](=O)[O-])C(=O)O	i	-3	i	-8	3	i	i	i	i	i	i
O=C(Oc1csc(=S)n1C(=O)c1ccccc1)c1ccccc1	i	0	i	-5	-7	i	i	i	i	i	i
O=C(Nc1ccccc1-c1ccccc1)C1CCCC1	i	-3	i	-3	7	i	i	i	i	i	i
COc1cc2[nH]c(C(=O)N(C)C3CCS(=O)(=O)C3)cc2c(OC)c1OC (stereo not given)	i	-4	i	-9	6	i	i	i	i	i	i
COc1cc(/C=C/C(=O)O)cc(S(=O)(=O)Nc2ccc3c(c2)CCC3)c1OC	i	-4	i	-3	11	i	i	i	i	i	i
S=C(c1c[nH]c2ccc(Br)cc12)N1CCOCC1	i	6	i	-10	5	i	i	i	-8.7*	i	i
CC(=O)c1ccc(NC2=C(N3CCOCC3)C(=O)c3ccccc3C2=O)cc1	i	4	i	-4	5	i	i	i	i	i	i
Cc1ccc(S(=O)(=O)CCSc2cccc(C(=O)Nc3ccccc3C(=O)O)c2)cc1	i	0	i	-14	0	i	i	i	i	i	i
CCc1ccccc1N1C(=O)C2CC(C)=C(C)CC2C1=O (stereo not given)	i	13	i	-3	1	i	i	i	i	i	i
COc1ccc(C)cc1NC(=O)c1ccc(N(C)S(C)(=O)=O)cc1	i	14	i	-9	1	i	i	i	i	i	i
O=C(Cn1cccc1C(=O)c1ccccc1)NCCc1ccccc1	i	3	i	-2	2	i	i	i	i	i	i
COc1ccc(NC(=O)C2CCN(S(=O)(=O)c3ccc(OC)c(OC)c3)CC2)c(OC)c1	i	-7	i	-8	3	i	i	i	i	i	i
COc1ccc(N/C=C/C(=O)c2cc(OC)c(OC)c(OC)c2)cc1	i	-4	i	-6	-4	i	i	i	i	i	i
CCN(CC)C(=O)C1CCCN(C(=O)Nc2ccccc2)C1 (stereo not given)	i	1	i	-8	-10	i	i	i	i	i	i
CC1(C)Cc2c(c(-c3ccco3)nc3sc4c(NCCCO)ncnc4c23)CO1	i	1	i	-8	-6	i	i	i	i	i	i
CCOC(=O)N1CCN(S(=O)(=O)c2ccc(OC)c(Br)c2)CC1	i	-2	i	-10	5	i	i	i	i	i	i
COc1ccccc1CSc1nc2ccccc2[nH]1	i	10	i	-1	-2	i	i	i	i	i	i

A second format for some results above:
Second line of a record: TRPC4 act	DYRK1A inh	KCNQ1 act	hERG protect	Platelet DG rel	TRPC4 block	KCNQ1 inh	PolyA inh	KCNK9 inh	KCNK3 block	TRPC4 potent
> Cc1ccc(S(=O)(=O)CCSc2cccc(C(=O)Nc3ccccc3C(=O)O)c2)cc1
  i	0	i	-14	0	i	i	i	i	i	i
> CC1(C)Cc2c(c(-c3ccco3)nc3sc4c(NCCCO)ncnc4c23)CO1
  i	1	i	-8	-6	i	i	i	i	i	i
> S=C(c1c[nH]c2ccc(Br)cc12)N1CCOCC1
  i	6	i	-10	5	i	i	i	-8.7*	i	i
> COc1cc(/C=C/C(=O)O)cc(S(=O)(=O)Nc2ccc3c(c2)CCC3)c1OC
  i	-4	i	-3	11	i	i	i	i	i	i
> COc1ccc(C)cc1NC(=O)c1ccc(N(C)S(C)(=O)=O)cc1
  i	14	i	-9	1	i	i	i	i	i	i

Full records as entered above. Screens in order: TRPC4 act | DYRK1A inh | KCNQ1 act | hERG protect | Platelet DG rel | TRPC4 block | KCNQ1 inh | PolyA inh | KCNK9 inh | KCNK3 block | TRPC4 potent
Record of Cc1cc2c(cc1C)NC(=O)CC(C(F)(F)C(F)(F)C(F)(F)F)=N2 = i | -8 | i | -12 | 12 | i | i | i | i | i | i
Record of Cc1ccc(S(=O)(=O)CCSc2cccc(C(=O)Nc3ccccc3C(=O)O)c2)cc1 = i | 0 | i | -14 | 0 | i | i | i | i | i | i
Record of CCc1noc(C)c1C(=O)N1CCOCC1 = i | 0 | i | -11 | -4 | i | i | i | i | i | i
